Screens from PubChem.
TNAP activation fold: human TNAP enzyme activators, primary screen, biochemical, luminescent, no phosphate acceptor, uHTS (AID 1001); purified TNAP, luminescent activation assay, no phosphate acceptor; higher activation fold means a stronger effect; one-dose activation fold at 20 µM; EC50 in µM for titrated hits; hit rate 0.03% among 200,000; in the data active = activation fold from about 3, or a potency from the dose series; inactive = the rest, 99 in 100 with activation fold below about 1.6; note: many of its hits are not listed in these tables
M17LAP inhibition: P. falciparum M17LAP inhibitors, primary screen, biochemical, fluorogenic H-Leu-NHMec substrate, 1536-well (AID 1619). Leucine aminopeptidase (Plasmodium falciparum (isolate 3D7)). hit rate 0.38% among 220,000. inhibition, % at 30 µM; hits with a dose series show IC50 in µM. recombinant M17LAP, H-Leu-NHMec fluorogenic kinetic assay; higher % means a stronger effect;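 active = compound inhibiting the enzyme by more than half at any dose during confirmatory dose-response retesting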;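 note: plate controls were full reaction with DMSO carrier for no effect and no enzyme background for full effect; strong numbers were not always called active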
WT yeast gro inh: growth inhibition of WT strain, primary screen, mitochondrial fusion inhibitor project, WT and mutant strains, chemical genetic | mitochondrial fusion phenotypic screen | inhibition, % at 10 µM | hit rate 2.1% among 190,000 | AID 1362, 2008; in the data active = inhibition above about 58%; tested in S. cerevisiae
LYP phosphatase: inhibitors of LYP phosphatase, biochemical, fluorescence intensity, uHTS (AID 1779) | Tyrosine-protein phosphatase non-receptor type 22 (Homo sapiens) | recombinant LYP phosphatase, fluorescence intensity; higher % means a stronger effect | inhibition, % at 11.5 µM, or IC50 in µM where a hit was titrated | hit rate 0.054% among 290,000;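 note: plate controls were vehicle with enzyme for no effect and no enzyme for full effect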
XIAP displacement: XIAP antagonists, biochemical, IAP family, fluorescence polarization (AID 1018). XIAP BIR domain, fluorescence polarization peptide displacement; higher % means a stronger effect. hit rate 0.007% among 200,000. E3 ubiquitin-protein ligase XIAP (Homo sapiens). displacement, % at 20 µM, or IC50 in µM where a hit was titrated; in the data active = displacement above about 50%; note: a part of the inactive calls stands beside numbers as strong as those of hits
human PMI inhibitors: human PMI inhibitors, high substrate, primary screen, biochemical, fluorescence intensity, high mannose 6-phosphate (AID 1220); hit rate 0.66% among 190,000; one-dose inhibition, % at 20 µM; IC50 in µM for titrated hits; recombinant PMI enzyme, coupled fluorescence intensity; higher % means a stronger effect
P. falciparum M1AAP: P. falciparum M1AAP inhibitors, biochemical, fluorogenic H-Leu-NHMec substrate, 1536-well (AID 1445). one-dose inhibition, % at 30 µM; IC50 in µM for titrated hits. recombinant M1AAP, H-Leu-NHMec fluorogenic kinetic assay; higher % means a stronger effect. Aminopeptidase N (Plasmodium falciparum (isolate 3D7)). hit rate 0.42% among 220,000;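 active = primary inhibition above the hit cutoff, then over 50% inhibition at one or more dose response concentrations, cut at about 23% in these data, passing the limit was not always enough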;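 note: plate controls were DMSO full reaction for no effect and no enzyme background for full effect; strong numbers were not always called active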
Yfh1-depleted yeast: enhancers of respiration in Yfh1-depleted yeast, dose response, Friedreich's ataxia, plus single-dose screen (AID 1465). S. cerevisiae Yfh1-off respiration, WST-1 reduction, 72 h; higher fold induction means a stronger effect. one-dose fold induction at 50 µM; EC50 in µM for titrated hits. hit rate 0.074% among 220,000;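 active = fold induction of absorbance versus untreated yeast above a set limit, then at least 30% activation at any dose in follow-up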;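 note: activators that raise dye reduction in frataxin-depleted yeast; strong numbers were not always called active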
PMI inhibitors: inhibitors of human PMI, primary screen, biochemical, fluorescence intensity, coupled assay (AID 1209); Mannose-6-phosphate isomerase (Homo sapiens); purified PMI enzyme, coupled fluorescence intensity; higher % means a stronger effect; inhibition, % at 20 µM; hits with a dose series show IC50 in µM; hit rate 0.42% among 190,000;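 note: plate controls were DMSO vehicle for no effect and wells lacking substrate for full effect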
WT yeast gro inh mutant strain: recorded beside WT yeast gro inh, whose call it bears; inhibition, %; mitochondrial fusion phenotypic screen, mutant strain inhibition
Active calls of the source: *; i = inactive; nt = not tested or not shown. Cut-off read from the data, not from the text of the source, unless noted: active = inhibition above about 50%; inactive = the rest.

SMILES	TNAP activation fold	M17LAP inhibition	WT yeast gro inh	WT yeast gro inh mutant strain	LYP phosphatase	XIAP displacement	human PMI inhibitors	P. falciparum M1AAP	Yfh1-depleted yeast	PMI inhibitors
CCCCC(CC)C(=O)Nc1cccc(SC)c1 (stereo not given)	1.1	15.4%	-7.9	-4.7	-0.6%	-2.8%	7.5%	3.5%	i	9.8%
CCn1c(SC)nc(O)c(C(c2ccc(OC)c(O)c2)c2c(O)nc(SC)n(CC)c2=O)c1=O	1	11.3%	-17.7	-3.7	0.1%	-4.5%	-10.4%	8.5%	nt	-5.9%
O=C(NC1CC1)C1CCN(C2CCN(C(=O)/C=C/c3cccc(F)c3F)CC2)CC1	1.1	nt	-6.9	-2.8	-6.2%	-5.5%	1.7%	nt	i	1.7%
C/C(=N\Nc1nc(-c2ccccc2O)nc2ccccc12)c1ccccc1	1.1	nt	0.3	-7.7	-7.4%	-9.9%	6.1%	nt	i	7.0%
CN(C)CCCN(C(=O)CCOc1ccccc1)c1nc2c(F)cccc2s1	1.1	3.4%	11.2	3.2	-7.9%	-1.8%	54.4%*	7.8%	i	48.1%
Cc1cc(NC(=O)C2CC(c3ccc(Cl)cc3)=NO2)no1 (stereo not given)	1.1	-16.6%	-5.2	0.6	0.3%	3.7%	-2.6%	-1.5%	i	-0.3%
N#Cc1ccc(NC(=S)Nc2ccccc2)cc1	1	4.4%	19.0	15.1	-10.6%	-7.1%	1.8%	-0.9%	i	-4.4%
C=CCNC(NC(=O)c1ccccc1)(C(=O)OCC)C(F)(F)F (stereo not given)	1	-3.7%	-7.2	-1.4	-3.6%	-1.7%	-1.1%	-7.3%	i	3.5%
Nc1nnc(SCC(=O)c2ccc3c(c2)NC(=O)CO3)s1	1.1	-1.6%	2.2	0.6	-4.9%	-13.5%	-7.8%	2.6%	i	3.7%
COc1ccc(N2CCN(C(=O)c3nc4nc(C)cc(C)n4n3)CC2)cc1	1.1	-2.4%	-25.7	5.5	0.3%	-11.5%	8.4%	2.8%	i	4.9%
CCN1CCN(Cc2ccc(NC(=O)Nc3cccs3)cc2)CC1	1.1	13.8%	8.5	-12.7	-1.8%	1.2%	-3.7%	4.8%	i	-17.7%
COc1ccccc1OCCCC(=O)Nc1ccc([N+](=O)[O-])cc1Br	1.1	-1.4%	-1.8	4.5	-2.6%	-0.9%	10.8%	4.9%	i	10.8%
O=C1CN(C(=O)CNCc2ccc(Cl)cc2)c2ccccc2N1	nt	-1.8%	nt	nt	-3.1%	nt	nt	0.8%	i	nt
CN(CC(=O)NCCc1ccccc1)S(=O)(=O)c1cccs1	1	2.6%	-1.1	-19.2	0.9%	-6.5%	9.4%	5.9%	i	4.8%
CCOC(=O)N1CCN(C(=O)c2cn(CC)c3ccc(S(=O)(=O)N4CCCC4)cc3c2=O)CC1	1	3.9%	-0.3	8.8	-4.1%	-8.3%	-6.7%	5.8%	i	-5.8%
Cc1ccccc1OCC(O)Cn1c(N2CCN(c3ccccc3)CC2)nc2c1c(=O)[nH]c(=O)n2C (stereo not given)	1	1.6%	2.7	-10.3	2.0%	-5.7%	-9.3%	-1.3%	i	-9.3%
COC(=O)c1c(S(C)(=O)=O)nc(-c2ccccc2)[nH]c1=O	1.1	6.2%	-4.1	-16.2	-3.2%	2.2%	-2.0%	0.7%	i	-14.4%
O=C(CNC(=O)c1ccc2ccccc2c1)OCC(=O)N1CCN(S(=O)(=O)c2ccc3ccccc3c2)CC1	1.1	-7.8%	-1.3	-22.2	-1.1%	0.1%	12.2%	-1.3%	i	22.9%
C=CCNC(=O)c1ccc([N+](=O)[O-])c(Cl)c1	1	8.6%	-1.5	7.2	-7.3%	-5.7%	4.7%	1.8%	i	4.5%
CCn1c(SCC(=O)c2ccc(O)c(O)c2)nnc1-c1ccc(C)cc1	0.5	17.9µM*	-7.7	59.9	1.4%	-3.8%	11.7%	16.5%	i	37.6%
O=C(CN1CCN(c2ccccc2)CC1)Nc1ccc2c(c1)OCCO2	1.1	-2.7%	5.5	7.4	6.2%	-3.6%	-3.7%	0.7%	i	-4.8%
COCCN1CCN(c2cc(-c3ccccc3)nc3cc(-c4cccc(F)c4)nn23)CC1	1.1	-27.3%	77.1*	67.6*	-6.2%	-5.5%	0.5%	10.9%	i	4.1%
CSc1ccccc1C(=O)C1CCCN(Cc2cnn(-c3ccccc3)c2)C1 (stereo not given)	1	0.1%	21.7	1.1	-8.0%	-5.4%	15.5%	-2.7%	i	21.7%
CCOC(=O)C1C(=O)C=C(c2ccc(OC)cc2)CC1c1ccco1 (stereo not given)	1.1	4.5%	0.4	-21.4	-1.6%	-6.9%	19.6%	6.7%	i	15.7%
CC1CC(C)(C)NC(=S)N1CCCC(=O)Nc1ccc(Cl)cc1 (stereo not given)	1	5.7%	-1.5	3.1	5.0%	-5.2%	-0.9%	3.4%	i	-2.3%
CCCCNC(=O)Nc1ccccc1CC	nt	10.7%	nt	nt	-5.4%	nt	nt	6.0%	i	nt
Nc1c(C(=O)Nc2ccccc2F)sc2nc(Cc3ccccc3)cc(C(F)(F)F)c12	1.1	8.7%	11.5	25.6	-3.7%	-1.3%	3.0%	1.4%	i	4.2%
CCOc1ccc(C(=O)N(Cc2ccc(OC)cc2)Cc2cc3cc(OC)ccc3[nH]c2=O)cc1	1	3.6%	-6.6	-6.7	4.0%	-3.2%	15.7%	4.7%	i	23.2%
CCOc1ccccc1CNC(=O)C1CCN(c2nc3ccccc3o2)CC1	1.1	-3.4%	5.8	14.8	-9.5%	-9.3%	13.4%	9.2%	nt	11.2%
Cc1cc(C)n(-c2ccc(C(=O)OCC(=O)NCc3ccco3)cc2)n1	1.2	6.8%	16.4	9.7	-1.8%	0.8%	-1.2%	6.0%	i	0.3%

human PMI inhibitors, entries above that show a hit.
smiles	TNAP activation fold	M17LAP inhibition	WT yeast gro inh mutant strain	LYP phosphatase	XIAP displacement	human PMI inhibitors	P. falciparum M1AAP	PMI inhibitors
CN(C)CCCN(C(=O)CCOc1ccccc1)c1nc2c(F)cccc2s1	1.1	3.4%	3.2	-7.9%	-1.8%	54.4%*	7.8%	48.1%

Continued.
SMILES	TNAP activation fold	M17LAP inhibition	WT yeast gro inh	WT yeast gro inh mutant strain	LYP phosphatase	XIAP displacement	human PMI inhibitors	P. falciparum M1AAP	Yfh1-depleted yeast	PMI inhibitors
Cc1ccc(CNC(=O)CCc2c(C)nc3ncnn3c2C)cc1	1	8.1%	18.6	2.6	6.9%	-2.8%	0.5%	10.8%	i	0.9%
O=C(NCCN1CCc2ccccc2C1)C1CCN(S(=O)(=O)N2CCC3(CC2)OCCO3)CC1	1	-10.2%	19.8	17.9	-3.0%	-1.9%	8.9%	-2.0%	i	-1.0%
CCOC(=O)c1[nH]c2ccc(OC)cc2c1NC(=O)CN1CCC2(CC1)OCCO2	1.1	-59.8%	9.0	13.9	-2.9%	-6.2%	4.2%	9.0%	i	14.8%
COC(=O)CCC(=O)OC1(C)C(=O)C=C2C=C(C3CC3)N(C3CCCCC3)C=C2C1=O (stereo not given)	nt	21.7%	nt	nt	-11.7%	nt	nt	10.0%	i	nt
CCCn1c(SCC(=O)Nc2cccc(C)n2)nc2c1c(=O)n(C)c(=O)n2C	1.1	7.3%	-6.9	-27.8	-4.9%	-7.6%	-0.2%	-8.8%	i	0.3%
COC(=O)CC(c1ccc(OC)c(OC)c1)c1ccc(OC)c(OC)c1	1	5.1%	2.9	-4.3	-9.2%	-12.6%	2.6%	3.7%	i	2.7%
S=c1nc(-c2ccc(Br)cc2)oc2c1CCCC2	1.3	4.3%	2.8	2.8	-9.8%	-2.0%	-10.7%	-7.2%	nt	-11.3%
O=C(Nc1ccc(F)cc1)Nc1cc(S(=O)(=O)N2CCOCC2)ccc1N1CCCC1	1.2	6.1%	2.0	-0.3	-9.7%	-7.9%	-0.7%	-5.2%	i	-10.3%
O=C(CNC1CCCC1)Nc1cc(Cl)ccc1[N+](=O)[O-]	nt	-0.3%	nt	nt	-3.5%	nt	nt	-0.3%	i	nt
O=C(CN1C(=O)/C(=C/c2ccccc2F)Oc2ccccc21)N1CCN(c2ccccn2)CC1	1.3	9.7%	-4.9	-11.4	-0.9%	-3.8%	2.8%	14.9%	i	21.7%
Cc1cc(C)c2c(c1)/C(=N/NS(=O)(=O)c1ccc(Br)cc1)CCC2	1.1	3.5%	16.7	18.6	-1.7%	-0.8%	-0.2%	1.9%	nt	-7.0%
CCSc1nnc(-c2cnn(-c3ccccc3)c2-n2cccc2)n1C	1.1	15.3%	-1.1	17.7	-10.9%	-5.3%	-8.1%	3.9%	i	-3.5%
CCNC(=S)NNC(=O)c1cc(-c2cccc(OCC)c2)nc2ccccc12	1	-6.2%	-10.0	-4.4	8.6%	-2.7%	-14.2%	-3.4%	i	-15.6%
CC(=O)NC(CCS(C)(=O)=O)C(=O)Nc1cc(Cl)ccc1Cl (stereo not given)	0.9	-8.2%	5.1	0.7	-3.6%	-1.6%	20.0%	0.2%	i	25.0%

Record cards (already shown).
CC(=O)NC(CCS(C)(=O)=O)C(=O)Nc1cc(Cl)ccc1Cl (stereo not given) as listed: TNAP activation fold: 0.9; M17LAP inhibition: -8.2%; WT yeast gro inh: 5.1; WT yeast gro inh mutant strain: 0.7; LYP phosphatase: -3.6%; XIAP displacement: -1.6%; human PMI inhibitors: 20.0%; P. falciparum M1AAP: 0.2%; Yfh1-depleted yeast: i; PMI inhibitors: 25.0%
CCSc1nnc(-c2cnn(-c3ccccc3)c2-n2cccc2)n1C as listed: TNAP activation fold: 1.1; M17LAP inhibition: 15.3%; WT yeast gro inh: -1.1; WT yeast gro inh mutant strain: 17.7; LYP phosphatase: -10.9%; XIAP displacement: -5.3%; human PMI inhibitors: -8.1%; P. falciparum M1AAP: 3.9%; Yfh1-depleted yeast: i; PMI inhibitors: -3.5%
